High-throughput results from PubChem.
p97 inhibitor: inhibitors of human p97 ATPase; recombinant p97 ATPase, Kinase-Glo ATP luminescence, 3 h; inhibition, % at 8 µM; actives 0.42% (n = 220,000); in the data active = inhibition above about 15%;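 note: 0% = DMSO vehicle and 100% = wells lacking enzyme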
KCC2 mod: modulators of human KCC2 chloride dependent transport | Q9H2X9 | KCC2 cells, thallium flux FluoZin-2 fluorescence | B-score of Tl+ flux slope (higher = more flux/activation; lower = inhibition) at 10 µM | actives 2.2% (n = 190,000) | AID 1456;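 active = thallium flux slope and its plate-corrected score both differing from the plate sample mean at a set confidence after two filtering rounds, in either direction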;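 note: slope of fluorescence scaled to starting intensity during 10 to 20 s after thallium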
KLK5 inh: blocks human kallikrein 5 protease activity | Q9Y337 | recombinant hK5, fluorogenic AMC substrate cleavage | inhibition, % at 5 µM | actives 0.59% (n = 210,000);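 active = inhibition of 40% or more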;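 note: 0% = enzyme controls without compound and 100% = no-enzyme blanks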
Target sequence (Q9Y337 67-293 limits assumed): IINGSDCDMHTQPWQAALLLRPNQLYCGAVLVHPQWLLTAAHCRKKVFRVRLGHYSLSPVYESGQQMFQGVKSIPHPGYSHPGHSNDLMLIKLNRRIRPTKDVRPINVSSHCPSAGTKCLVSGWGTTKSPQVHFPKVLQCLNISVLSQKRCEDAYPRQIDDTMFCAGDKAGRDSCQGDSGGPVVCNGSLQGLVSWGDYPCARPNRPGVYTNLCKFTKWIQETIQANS
Wee1 stabilizer: human Wee1 degradation inhibition, primary screen | HeLa Luc-Wee1K328M stability, luciferase luminescence; 100% = proteasome inhibitor MG132 effect | reporter increase, % at 5 µM | AID 1321 | actives 1.2% (n = 220,000);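 active = activation above the mean of all tested compounds plus 3 SD, set per screening run, cut at about 8.8% in these data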;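 note: cells exposed to compound for 20 h before luminescence read; 0% = DMSO alone and 100% = MG132 at 30 µM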
PERK inhibitor: inhibitors of human PERK kinase; inhibition, % at 5.6 µM; Q9NZJ5; actives 0.17% (n = 220,000); CHO PERK-DD fusion, SEAP luminescence translation reporter;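 active = inhibition above the mean inhibition of all tested compounds plus 3 SD, set separately per screening campaign, cut at about 2.9% in these data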;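 note: PERK kinase domain activated by AP20187 dimerizer at 100 nM; 0% = DMSO with dimerizer and 100% = rapamycin at 8.4 µM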
FXIa inh 1536: blocks human coagulation factor XIa protease activity; purified FXIa, Boc-Glu-Ala-Arg-AMC fluorogenic substrate; inhibition, % at 5 µM; actives 0.14% (n = 220,000); AID 798;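 active = inhibition of at least 40%; inactive = inhibition below 40%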;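 note: fluorescence of freed AMC excited at 355 nm; 0% = enzyme without compound and 100% = no enzyme blank; many of its hits are not listed in these tables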
Target sequence (P03951 19-387 limits assumed): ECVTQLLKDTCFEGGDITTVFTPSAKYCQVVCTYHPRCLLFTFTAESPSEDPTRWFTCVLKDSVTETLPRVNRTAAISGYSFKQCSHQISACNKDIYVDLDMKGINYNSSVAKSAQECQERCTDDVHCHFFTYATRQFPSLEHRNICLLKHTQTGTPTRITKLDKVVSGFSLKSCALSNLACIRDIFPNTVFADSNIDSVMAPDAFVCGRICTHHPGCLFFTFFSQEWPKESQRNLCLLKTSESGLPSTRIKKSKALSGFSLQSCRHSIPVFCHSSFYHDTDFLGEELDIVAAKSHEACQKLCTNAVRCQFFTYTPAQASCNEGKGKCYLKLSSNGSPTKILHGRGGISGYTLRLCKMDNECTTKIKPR
Target sequence (P03951 388-625 limits assumed): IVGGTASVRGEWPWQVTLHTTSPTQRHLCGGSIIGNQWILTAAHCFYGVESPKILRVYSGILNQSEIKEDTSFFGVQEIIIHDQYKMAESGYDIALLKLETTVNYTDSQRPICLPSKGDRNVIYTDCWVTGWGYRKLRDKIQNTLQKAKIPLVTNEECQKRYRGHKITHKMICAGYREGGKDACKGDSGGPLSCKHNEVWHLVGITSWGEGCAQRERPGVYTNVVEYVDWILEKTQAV
FXIIa inh: inhibitors of human coagulation factor XIIa; P00748; purified FXIIa, Boc-QGR-AMC fluorogenic substrate, 2 h; inhibition, % at 5 µM; actives 0.3% (n = 220,000); AID 800; in the data active = inhibition above about 40%;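 note: 0% = enzyme with no compound and 100% = blank without enzyme; many of its hits are not listed in these tables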
Furin inhibitor: human furin inhibition; inhibition, % at 30 µM; purified furin, fluorogenic substrate cleavage; actives 0.061% (n = 220,000); AID 463115; in the data active = inhibition above about 25%; note: inactives centre near -15
Thrombin inh: thrombin (human) inhibition | P00734 | alpha-thrombin, Boc-VPR-AMC fluorogenic substrate cleavage | inhibition, % at 5 µM | actives 0.26% (n = 220,000);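 active = inhibition at or above 40%; inactive = inhibition below 40%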;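 note: 0% = enzyme with no compound and 100% = wells without enzyme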
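Test system: human alpha-thrombin; medium: pH 7.5 Tris-saline with Tween 20; times: reaction at room temperature; signal: AMC fluorescence at 355 nm excitation and 460 nm emission; also added: Boc-VPR-AMC substrate, 15 µM final; dosing: one concentration per compound, 5 µM, with 0.2% DMSO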
The depositor's hits bear a star; i = inactive; · = no result given; [ ] = dose if it differs, or a comment.

Second line of a record – p97 inhibitor	KCC2 mod	KLK5 inh	Wee1 stabilizer	PERK inhibitor	FXIa inh 1536	FXIIa inh	Furin inhibitor	Thrombin inh
[1] Cc1ccc(-c2nc(CN(C)Cc3cccc4cnccc34)c(C)o2)s1
→ 1	0.1	·	2	0.0	5	12	-28	1
[2] COCCNc1c(-c2ccc(OC)cc2)nc2ccc(Cl)cn12
→ 0	-1.4	-3	-4	-0.3	-2	4	-25	-5
[3] Cc1nnc(SCCn2c(Br)nc3c2c(=O)n(C)c(=O)n3C)s1
→ 3	1.1	-8	2	1.2	-1	2	-17[20 µM]	-3
[4] CC1=C(C(=O)Nc2ccccc2)C(c2ccncc2)C(C#N)=C(SCC(=O)NC2CC2)N1 (centres undefined)
→ -2	·	1	-2	0.1	-5	0	-21	-3
[5] CCOP(=O)(c1ccccc1)c1nc(-c2ccccc2Cl)oc1N1CCCCC1 (centres undefined)
→ -12	-0.81	-11	0	-1.5	11	15	-11[20 µM]	2
[6] Cc1ccc(CNC(=O)CCC2CCCN(C(=O)CCC(F)(F)F)C2)o1 (centres undefined)
→ 5	-0.076	-2	-4	0.8	-1	7	-36	-5
[7] C=C(C)CNC(=S)Nc1cccc2cnccc12
→ 5	1.4	-10	-1	0.8	0	9	-7	-14
[8] COc1ccccc1-c1cc(C(=O)NCc2ccc(F)cc2)no1
→ -1	-0.086	3	3	1.2	5	-6	-14	-22
[9] Cc1cc(NC(=O)CSc2nc3sc(C)c(C)c3c(=O)n2C2CCCC2)no1
→ -1	0.047	1	-2	0.5	2	11	-9[20 µM]	-4
[10] C(=N\Nc1nc2ccccc2[nH]1)/c1ccncc1
→ -3	-0.62	-1	3	-0.1	-1	11	-11	-4

Second line of a record – p97 inhibitor	KCC2 mod	KLK5 inh	Wee1 stabilizer	PERK inhibitor	FXIa inh 1536	FXIIa inh	Furin inhibitor	Thrombin inh
[11] O=S(=O)(c1ccccc1)N1CCN(CC(O)COc2ccc3c(c2)CCC3)CC1 (centres undefined)
→ -3	-1.4	-12	-1	-1.0	6	16	-9[20 µM]	3
[12] CCOC(=O)NC(=O)c1cn(CCNCCO)c(=O)[nH]c1=O
→ -4	0.75	-4	3	0.1	-8	·	-25	-8
[13] Cc1ccccc1/C=N/Nc1nc2ccccc2[nH]1
→ 3	·	8	6	-0.8	3	14	-6	-1
[14] COc1ccc(/C(C)=N/NC(=O)C2CC2)cc1
→ 8	·	-4	5	1.1	-1	0	-26	-7
[15] C[n+]1c2n(c3ccccc31)N=C(c1ccc(-c3ccccc3)cc1)CS2
→ 4	-0.7	2	0	-0.6	1	6	-5	-4
[16] N/C(CC(=O)NCCOc1ccccc1)=N\O
→ 0	-0.059	-4	1	0.8	-1	6	-19[20 µM]	-7
[17] COc1ccc(C(=O)Nc2ccccc2Cc2ccccc2)c(OC)c1
→ 0	-0.29	-3	1	-0.2	2	11	-7	0
[18] CCC[N+](CC#Cc1ccccc1)(CCC)CC(=O)c1ccc(Cl)cc1
→ 0	-1	-11	-2	0.2	5	6	-9	-6
[19] Cc1ccc(S(=O)(=O)NCCOC(=O)Nc2sc(=S)n(C)c2C)cc1
→ 1	0.99	2	0	-0.4	-8	1	-1[20 µM]	-4
[20] O=C(NC(=S)NCC1CCCO1)c1ccccc1Br (centres undefined)
→ 2	2.5	-11	5	0.3	1	9	-15	-10

Second line of a record – p97 inhibitor	KCC2 mod	KLK5 inh	Wee1 stabilizer	PERK inhibitor	FXIa inh 1536	FXIIa inh	Furin inhibitor	Thrombin inh
[21] COc1ccc(NC(=O)CCC2COc3ccccc3O2)c(OC)c1 (centres undefined)
→ 0	-0.9	-5	1	-0.1	-10	10	-21[20 µM]	-3
[22] CCOc1cc(Br)c(C(=O)O)cc1OCC
→ 0	-0.14	-11	-1	0.8	-4	12	-24[20 µM]	-6
[23] CC(C(=O)N1CCOCCOCCOCCOCCOCC1)N1C(=O)c2ccccc2C1=O (centres undefined)
→ 2	0.58	-2	0	0.0	-5	8	-17	-11
[24] O=c1c2sc3nc(N4CCOCC4)c4c(c3c2nnn1Cc1ccccc1)CCCC4
→ 4	·	-1	-1	0.7	-9	10	-8	1
[25] Cn1c(=O)c2c(ncn2CC(=O)NCc2cccnc2)n(C)c1=O
→ 6	0.92	-5	4	0.7	-1	7	-12	3
[26] CC1CCN(C(C(=O)NC2CCCCC2)c2cc3c(cc2[N+](=O)[O-])OCO3)CC1 (centres undefined)
→ 0	0.34	-12	2	-0.8	11	16	-15	-2
[27] COCCn1c(N)c(Sc2ccc([N+](=O)[O-])cc2)c(=O)[nH]c1=O
→ 3	i	-1	-1	2.4	-2	6	-14	1
[28] Nc1ccccc1-c1nnc(SCc2ccccc2F)[nH]c1=O
→ 5	-1.8	-3	-2	0.7	-2	-5	-14	-12
[29] COc1ccc(CCNC(=O)c2ccco2)cc1
→ 11	0.8	12	-2	-0.1	-2	-2	-19	-4
[30] Cc1ccc(NC(=O)CSc2nc(NS(=O)(=O)c3ccc(C)cc3)cc(=O)[nH]2)cc1
→ 4	·	-5	-3	-0.1	-6	-3	-11[20 µM]	-4

Compound profiles (already shown).
COc1ccc(NC(=O)CCC2COc3ccccc3O2)c(OC)c1 (centres undefined) is entered as p97 inhibitor: 0; KCC2 mod: -0.9; KLK5 inh: -5; Wee1 stabilizer: 1; PERK inhibitor: -0.1; FXIa inh 1536: -10; FXIIa inh: 10; Furin inhibitor: -21[20 µM]; Thrombin inh: -3
Cn1c(=O)c2c(ncn2CC(=O)NCc2cccnc2)n(C)c1=O is entered as p97 inhibitor: 6; KCC2 mod: 0.92; KLK5 inh: -5; Wee1 stabilizer: 4; PERK inhibitor: 0.7; FXIa inh 1536: -1; FXIIa inh: 7; Furin inhibitor: -12; Thrombin inh: 3

Next section:
Second line of a record – p97 inhibitor	KCC2 mod	KLK5 inh	Wee1 stabilizer	PERK inhibitor	FXIa inh 1536	FXIIa inh	Furin inhibitor	Thrombin inh
[31] Cc1ccc(-c2nnc(SCC(=O)Nc3cccc(C(=O)N4CCOCC4)c3)n2C)cc1
→ 0	-0.51	-14	0	1.3	6	6	-5	-8
[32] COCCNS(=O)(=O)c1ccc2c(c1)n(C)c(=O)n2C
→ 2	0.75	-4	2	1.3	2	8	-11[20 µM]	-2
[33] Cc1cccc(C2Nc3ccccc3C(=O)N2CCc2ccccc2)n1 (centres undefined)
→ 2	·	-2	1	-0.5	-4	11	-27	1
[34] COc1cccc(NC(=O)c2ccco2)c1
→ -5	0.96	3	2	-0.3	5	10	0[20 µM]	7
[35] O=S(=O)(NCc1ccc2c(c1)OCO2)c1cccc(S(=O)(=O)N2CCOCC2)c1
→ 9	·	5	3	0.2	-7	-2	-13	-6
[36] COc1ccc(/C=C/C(=O)NCCC(=O)N2CCCN(C)CC2)cc1
→ 8	-0.024	-4	3	2.0	-2	4	-31	7
[37] O=C(OCCN1C(=O)c2ccccc2C1=O)c1ccc(S(=O)(=O)N2CCCCCC2)cc1
→ -7	·	-1	-1	0.1	0	-11	-21	2
[38] NC(=O)COc1c(-c2ccccc2)oc2ccccc2c1=O
→ 2	-0.79	46*	1	-0.9	8	16	-16[20 µM]	3
[39] Cc1cc(C)c(-c2cc(NC(=O)COC(=O)c3ccc(C#N)cc3)n(-c3ccccc3)n2)cc1C
→ 3	0.35	-20	1	1.2	8	11	-23	0
[40] Cc1ccc(SC(C)c2nc(-c3cccnc3)no2)cc1 (centres undefined)
→ -3	0.74	-20	-1	0.7	10	10	-13[20 µM]	-6

Second line of a record – p97 inhibitor	KCC2 mod	KLK5 inh	Wee1 stabilizer	PERK inhibitor	FXIa inh 1536	FXIIa inh	Furin inhibitor	Thrombin inh
[41] Cc1c(Br)c(C(F)(F)F)nn1CC(=O)NCCN1CCOCC1
→ 2	0.43	0	-2	1.8	22	28	21[20 µM]	3
[42] CN(C)C(=O)c1cc(C(=O)c2ccccc2C(F)(F)F)c[nH]1
→ -4	-0.85	0	2	0.8	1	12	-20	-4
[43] CCOc1cc(C)c(Cl)cc1S(=O)(=O)n1cnc2ccccc21
→ -4	0.11	10	-1	-0.4	-9	-12	-17[20 µM]	-4
[44] Cc1nnc(SCC(=O)Nc2ccccc2)n1CCc1ccccc1
→ -5	-1.9	2	-5	-0.4	-3	9	-20	1
[45] CN(c1ccc(C(=O)Nc2ccccn2)cc1)S(=O)(=O)c1ccccc1
→ 7	0.62	4	2	0.9	1	7	-17	-4
[46] CC(C)OC(=O)CC1C(=O)NCCN1C(=S)NC(=O)c1cccs1 (centres undefined)
→ 3	0.0087	·	0	1.5	-2	4	-4	-4
[47] CCOC(=O)c1sc(NC(=O)CSc2n[nH]c(-c3ccc(Cl)cc3Cl)n2)c(C#N)c1C
→ 1	·	-2	-1	0.8	4	10	-11[20 µM]	0
[48] CSc1nnc(C)c(=O)n1COC(=O)/C=C/c1ccccc1
→ 4	-0.055	1	-3	0.6	4	5	-30	4
[49] CN(C)c1ccc(/C=N/n2cnn(Cc3ccccc3Cl)c2=S)cc1
→ 0	-0.68	2	3	0.7	-1	6	-17	-5
[50] CC1(C)CC(=O)c2sc(NS(=O)(=O)c3ccc(F)cc3)nc2C1
→ -3	-0.13	-9	-1	-0.8	-4	5	-4	1

Part of the list above in order of count of non-hydrogen atoms, ascending:
Second line of a record – p97 inhibitor	KCC2 mod	KLK5 inh	Wee1 stabilizer	PERK inhibitor	FXIa inh 1536	FXIIa inh	Furin inhibitor	Thrombin inh
[42] CN(C)C(=O)c1cc(C(=O)c2ccccc2C(F)(F)F)c[nH]1
→ -4	-0.85	0	2	0.8	1	12	-20	-4
[43] CCOc1cc(C)c(Cl)cc1S(=O)(=O)n1cnc2ccccc21
→ -4	0.11	10	-1	-0.4	-9	-12	-17[20 µM]	-4
[46] CC(C)OC(=O)CC1C(=O)NCCN1C(=S)NC(=O)c1cccs1 (centres undefined)
→ 3	0.0087	·	0	1.5	-2	4	-4	-4
[47] CCOC(=O)c1sc(NC(=O)CSc2n[nH]c(-c3ccc(Cl)cc3Cl)n2)c(C#N)c1C
→ 1	·	-2	-1	0.8	4	10	-11[20 µM]	0

(cont.)
Second line of a record – p97 inhibitor	KCC2 mod	KLK5 inh	Wee1 stabilizer	PERK inhibitor	FXIa inh 1536	FXIIa inh	Furin inhibitor	Thrombin inh
[51] Cc1ccc(N(CC(=O)N=Nc2c(O)[nH]c3ccccc23)S(C)(=O)=O)c(C)c1
→ -3	-0.33	·	4	0.4	6	12	-9	-2
[52] Cc1ccc(C(=O)OCc2cc3ccccc3[nH]c2=O)cc1
→ -4	0.77	7	-2	-0.5	-8	11	-12	-3
[53] Oc1ccc2ccccc2c1Br
→ 6	0.14	8	7	2.7	0	9	-31	-9
[54] O=C(CCC(=O)OCC(=O)c1cccc([N+](=O)[O-])c1)NC1CCCCC1
→ 7	-0.48	-3	1	0.2	-3	3	-9	-5
[55] Cc1ccc(C2C3=C(CC(C)(C)CC3=O)OC3=C2C(=O)CC(C)(C)C3)cc1
→ -3	1.5	0	0	-0.6	-2	10	-14	-3
[56] O=C(NC1CCCC1)C1CC(=O)N(CCc2ccccc2)C1 (centres undefined)
→ 0	·	3	0	0.1	-6	-5	-20	-7
